Screening results deposited in PubChem BioAssay by National Center for Advancing Translational Sciences (NCATS).
GCN5L2 inh: GCN5L2 (KAT2A) acetyltransferase inhibition. Q92830. GCN5L2 HAT assay, ThioGlo1 CoA-SH fluorescence. Potency, µM (series often up to 58.9 µM), for inactives: top-dose activity change, negative = inhibition, most hits filed as inhibitors. actives 0.21% (n = 390,000)
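GCN5L2 (20nM final) in 50mM HEPES, 0.1mM EDTA pH 7.5, 0.01% Tween-20 was preincubated 15 min at room temperature with compound, then given ThioGlo1 (50uM), H3(1-25) peptide (75uM) and acetyl-CoA (70uM); CoA-thiol fluorescence (Ex340/Em540) was read at 0 and 20 min.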
FEN1 inh: human FEN1 inhibition. P39748. Recombinant FEN1 flap cleavage, fluorescence, 15 min. Potency, µM (doses to about 114 µM), without a hit: top-dose activity change, negative = inhibition, usual class: inhibitors. actives 0.35% (n = 390,000); note: nearly all actives have a fitted effect of over 65% in size
Target sequence (P39748 whole entry, looked up): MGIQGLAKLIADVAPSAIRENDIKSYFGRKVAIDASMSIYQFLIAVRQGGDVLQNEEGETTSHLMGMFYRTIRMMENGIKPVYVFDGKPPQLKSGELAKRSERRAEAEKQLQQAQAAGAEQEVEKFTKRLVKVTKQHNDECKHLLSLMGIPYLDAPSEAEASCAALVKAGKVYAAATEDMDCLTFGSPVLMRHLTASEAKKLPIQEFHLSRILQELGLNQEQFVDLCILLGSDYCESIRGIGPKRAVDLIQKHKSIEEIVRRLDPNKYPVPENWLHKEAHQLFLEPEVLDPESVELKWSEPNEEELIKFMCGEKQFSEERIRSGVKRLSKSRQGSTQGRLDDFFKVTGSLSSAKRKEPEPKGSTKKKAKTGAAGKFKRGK
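Concentration–response screening of FEN1 (10 nM): 15 min compound preincubation at room temperature, reaction started with 50 nM substrate and read at 0 and 15 min. Corrected, normalized data were fitted by a four-parameter Hill equation.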
N370S GC mod: N370S glucocerebrosidase modulation, Gaucher chaperone candidate; N370S GC spleen homogenate, 4MU-glucoside fluorescence; actives 0.092% (n = 330,000); AID 2101; Potency, µM (series often up to 59.4 µM), for inactives: at the highest dose activity change, negative = inhibition, actives largely listed as inhibitors;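 note: 0% = full enzyme activity and -100% = no enzyme basal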
* marks the source's active call; other numbers are inactive results; ? = inconclusive; · = no result given; & = joins results of further samples. Calls come from the whole dose curve; as a rule, active = well fitted curve in the direction sought with a large enough effect; inconclusive = small, poorly fitted or top-dose-only effect, or another doubt; inactive = no such curve, though single readings can be large; an effect the other way counts as inactive or inconclusive. Unless noted, % is set by controls: 0 for no effect and ±100 for the full control effect; potency is the fitted concentration of half-maximal effect. These rows are one share of the data; the hit share may differ from the screen's.

#	compound	GCN5L2 inh	FEN1 inh	N370S GC mod
1	CC1CCCC(NC(=O)COC(=O)CCc2ccccc2)C1C (stereo not given)	-14.1%	-7.5%	-15.7%
2	O=C(NC1CCN(Cc2ccccc2)CC1)c1cccc(S(=O)(=O)Nc2ccc(SC(F)F)cc2)c1	-2.8%	-3.3%	·
3	CSCC[C@H](NC(=O)Cc1c(C)c2c(cc(C)c3c(C)coc32)oc1=O)C(=O)O	?	-22.6%	-0.2%
4	CCc1nc2nc(C)c(NS(=O)(=O)c3ccc(C)cc3)c(=O)n2[nH]1	-7.8%	-11.7%	·
5	CCc1cc(C(=O)NNC(=S)Nc2ccccc2C)cs1	-6.9%	24.6%	5.4%
6	COc1ccc(CC(=O)N2CCCC2)c(OC)c1	2.1%	11.8%	2.3%
7	CS(=O)(=O)N(CC(=O)NCc1ccccc1Cl)c1cccc([N+](=O)[O-])c1	-2.9%	-1.8%	27.0%
8	CC(=NCCc1ccccc1)C1=C(O)CSC1=O	-5.4%	6.2%	1.8%
9	Cc1cnc(C(=O)OCC(=O)N2c3ccccc3NC(=O)C2(C)C)cn1	-10.2%	4.9%	11.6%
10	CCc1ccc(-n2c(=O)c3c4c(sc3n(CC(=O)c3ccc(Cl)cc3)c2=O)CCC4)cc1	0.3%	0.7%	·
11	Cc1cc(=O)n(CCO)c(O)c1C#N	-1.0%	-10.0%	-8.2%
12	COC(=O)C1OC2(OC1C(=O)OC)c1ccccc1-c1ccccc12 (stereo not given)	-8.7%	5.0%	6.4%
13	CCc1ccc2occ(CC(=O)Nc3c(C(=O)Nc4ccc(C)cc4)oc4ccccc34)c2c1	-1.7%	17.8%	·
14	CC(=O)c1ccc(N2CCN(C(=O)C3CCN(S(=O)(=O)c4ccc5c(c4)CC(C)N5C(=O)C4CC4)CC3)CC2)cc1 (stereo not given)	-19.8%	-14.9%	-5.7%
15	Cc1c(C(=O)Nc2ccc3c4c(cccc24)CC3)cccc1[N+](=O)[O-]	-2.7%	0.6%	0.4%
16	O=C(O)CCNS(=O)(=O)c1ccc(Oc2ccccc2Cl)cc1	-6.9%	-11.2%	7.8%
17	c1ccc(Cc2nc3ccccc3[nH]2)cc1	1.5%	17.2%	2.1%
18	Cc1cc(=O)oc(C)c1C(=O)Nc1ccc(Cl)cn1	-4.7%	1.4%	7.5%
19	Cc1c(C(=O)N2CCN(c3ccccc3F)CC2)sc2nc(-c3ccccc3)cn12	-8.1%	-1.1%	-1.0%
20	COc1ccc(C(CNC(=O)c2cccc(S(=O)(=O)Nc3ccccc3OC)c2)N2CCCC2)cc1 (stereo not given)	-5.7%	-3.5%	-13.2%
21	CCOc1ccccc1N1C(=O)c2cccnc2C1=O	-3.4%	2.8%	4.7%
22	COc1ccc(CC(=O)Nc2nn(C)c3nc4c(C)cccc4cc23)cc1	22.1%	9.5%	-1.7%
23	Cc1ccc(C2CC(c3cccs3)=NN2C(=O)CSC2=NCCS2)cc1 (stereo not given)	-12.0%	-22.4%	-2.4%
24	CC(C)(O)[C@H](O)COc1c2ccoc2cc2oc(=O)ccc12	-3.3%	-16.1%	13.9%
25	O=C(c1ccc(S(=O)(=O)N2CCCCC2)cc1)c1nnc(-c2ccc(Cl)cc2)o1	-6.5%	-14.8%	1.0%
26	Cc1c(-n2c(=O)n(Cc3ccccc3)c(=O)c3[nH]cnc32)cccc1S(C)=O (stereo not given)	-6.4%	-0.7%	-12.7%
27	Cc1ccccc1NS(=O)(=O)c1ccc(C(=O)N2CCCC(C(F)(F)F)C2)cc1 (stereo not given)	-3.3%	1.2%	-1.8%
28	O=C1CN=C(Nc2ccc(Cl)cc2)N1c1ccccc1	1.3%	-9.8%	4.1%
29	Cc1ccccc1Cn1c(SCc2ccc(C(=O)NC3CCCC3)cc2)nc2ccncc21	-5.0%	8.0%	·
30	CCc1ccc(NC(=O)CSc2ccc3nc(-c4ccc(OC)cc4)cn3n2)cc1	-12.1%	-14.2%	·

An excerpt from above in order of length of the SMILES, low to high.
#	compound	GCN5L2 inh	FEN1 inh	N370S GC mod
6	COc1ccc(CC(=O)N2CCCC2)c(OC)c1	2.1%	11.8%	2.3%
21	CCOc1ccccc1N1C(=O)c2cccnc2C1=O	-3.4%	2.8%	4.7%
23	Cc1ccc(C2CC(c3cccs3)=NN2C(=O)CSC2=NCCS2)cc1 (stereo not given)	-12.0%	-22.4%	-2.4%

(cont.)
#	compound	GCN5L2 inh	FEN1 inh	N370S GC mod
31	COC(=O)c1ccc(NC(=O)Cn2nnc(-c3cccs3)n2)cc1	-6.8%	-1.4%	0.5%
32	Cc1cc2nc3c(=O)[nH]c(=S)[nH]c3nc2cc1NC(=O)C(F)(F)F	3.8%	-19.3%	-14.0%
33	Cc1c(C)n(C)c2ccc(C(=O)N3CCN(c4ccccc4)CC3)cc12	-4.1%&-4.2%	-22.2%&-18.5%	3.0%
34	CCOc1ccc(C(=O)NCc2ccc3c(c2)CCN3C(=O)c2ccc(Cl)cc2)cc1	-4.5%	6.3%	·
35	CCn1ncc(CNC(=O)C2(C)CC2(Cl)Cl)c1C (stereo not given)	-6.4%	-2.5%	1.9%
36	Nc1nonc1C(=O)NCCNC(=O)c1cccc(Cl)c1	-2.3%	0.4%	0.2%
37	OCCCCNCc1ccc(OCc2ccccc2)cc1	-7.5%	-2.1%	-16.3%
38	COc1ccc(Cl)cc1NC(=O)C1CCN(c2nnc(C)c3c(C)n(-c4ccccc4)nc23)CC1	-4.8%	20.7%	·
39	S=C(Nc1ccccc1Cl)NC1CC2CCCC(C1)N2C1CC1 (stereo not given)	-14.4%	3.1%	-18.0%
40	O=C(O)c1csc(-c2ccc(Cl)cc2)n1	0.9%	0.9%	-6.5%
41	CC(Oc1ccc(Cl)cc1Cl)C(=O)NNC(=O)C(=O)N1CCCC1 (stereo not given)	0.0%	1.9%	-11.4%
42	c1ccc(-c2cc(-c3ccccc3)n3ncnc3n2)cc1	0.1%	8.3%	-5.5%
43	CC(C)=Cc1c(O)nc2ccccn2c1=O	?	-6.5%	5.1%
44	CCOC(=O)N1CCN(C(=O)CSCc2ccc(Cl)cc2)CC1	-0.7%	8.1%	-1.3%
45	O=C(OCC(=O)N1CCc2ccccc2C1)c1ccc(OC(F)F)cc1	-5.4%	-0.5%	·
46	COc1ccc(CNC(=S)Nc2ccc3nc(N4CCOCC4)cc(C)c3c2)cc1	-4.0%	-1.2%	?
47	CSc1c(C#N)c(N)nc2sc(C(=O)c3ccc(Cl)c(Cl)c3)c(N)c12	-11.6%	-6.5%	8.3%
48	COc1ccc(NC(=O)c2nc(S(=O)(=O)Cc3cccc(C)c3)ncc2Cl)c(OC)c1	-7.4%	23.6%	0.0%
49	Cc1nc(SC(C)C(=O)c2c(N)n(C)c(=O)n(C)c2=O)c2c(C)c(C)sc2n1 (stereo not given)	3.8%	?	-0.5%
50	Cc1ccccc1NC(=O)CN1C(=O)NC2(CCc3ccccc32)C1=O (stereo not given)	0.5%	-0.1%	·
51	CC(C)(C)NC(=S)NNC(=O)c1ccncc1	0.3%	2.8%	5.5%
52	O=C(NCC(=O)N1CCN(c2ccccc2O)CC1)c1ccccc1	-5.1%	16.3%	-3.7%
53	CCOc1ccc(NS(=O)(=O)c2ccc(C(=O)NCc3ccncc3)cc2)cc1	1.0%	8.2%	-0.5%
54	O=C(c1ccc(Cl)cc1)N1CCC(O)(CSc2ccc(Cl)cc2)CC1	-12.9%	-20.1%	-4.3%
55	Cc1ccc(NC(=O)CCSc2nnnn2-c2ccc3c(c2)OCO3)cc1C	-4.5%	?	22.2%
56	CCOC(=O)c1ccccc1N=Cc1c(O)c2ccccc2oc1=O	-0.4%	-3.0%	10.0%
57	CC(=O)Nc1ccc2c(CSc3nncs3)cc(=O)oc2c1	3.2%	-11.5%	3.2%
58	COC(=O)c1cc(N=CC2=C(O)CC(C)(C)CC2=O)cc(C(=O)OC)c1	-0.6%	-5.6%	-1.0%
59	O=C(NCCS(=O)(=O)N1CCN(c2ccccc2F)CC1)C1CC(=O)N(c2ccc(F)cc2)C1 (stereo not given)	-0.8%&-14.6%	-0.2%&16.4%	-1.5%
60	Cc1ccc(C(=O)NN=CC(=O)c2ccccc2)c(C)c1	-0.3%	-13.2%	·

(continued)
#	compound	GCN5L2 inh	FEN1 inh	N370S GC mod
61	CC1CCN(c2ncnc3c2cnn3Cc2ccc(Cl)cc2)CC1	-20.5%	3.9%	?
62	CNc1nc(C)cc(C)c1S(=O)(=O)c1ccc(C)cc1	-7.9%	-16.1%	-2.1%
63	Cc1ccc(CN2CCCn3nc(C(=O)NCc4ccccc4Cl)cc3C2=O)cc1	-17.7%	3.2%	·
64	Cc1cc(OCC(=O)Nc2cccnc2)c2c(C)c(C)c(=O)oc2c1	-1.1%	3.8%	-0.1%
65	N=C(N)SCc1ccccc1Cl	-0.9%	-4.0%	-3.2%
66	O=C(Cc1ccc(Nc2nc3ccc(Br)cc3[nH]2)cc1)NCCc1cccs1	-10.2%	0.0%	-29.3%
67	Cc1ccc(N2CC(C(=O)NCC3CCCO3)CC2=O)cc1Cl (stereo not given)	2.0%	-2.1%	-0.3%
68	c1ccc2c(c1)ccc1ccccc12	-2.5%	-4.4%	-1.4%
69	S=C(Nc1ccccc1Cl)N1CCN(Cc2ccccc2)CC1	-1.8%	0.6%	-3.1%
70	O=C(C1COc2ccccc2O1)N1CCN(c2nc3ccccc3s2)CC1 (stereo not given)	-10.2%	-3.2%	-5.5%
71	CC1(C)CC(=O)c2cc(OCC(=O)N3CCN(c4ccccc4F)CC3)ccc2O1	0.9%	-2.6%	5.2%
72	COc1ccc(NC(=O)C2CCC2)cc1S(=O)(=O)N1CCOCC1	-2.4%	-0.9%	·
73	COc1cc(C2NC(=O)NC(C)=C2C(=O)OCC2CCCCC2)cc(Cl)c1O (stereo not given)	-12.6%	-0.6%	-19.8%
74	CCCCc1nc2sc3c(=O)[nH]cnc3c2c2c1CCCC2	-9.1%	1.0%	0.3%
75	O=C(CN1CCN(S(=O)(=O)c2ccccc2)CC1)NCCc1ccccc1	-20.5%	-2.3%	-0.4%
76	COc1ccc(NC(=O)CN(C)C(=O)c2cccc(S(=O)(=O)Nc3ccc(OC)cc3)c2)cc1	0.3%	-2.8%	-3.9%
77	COc1ccc(NC(=O)N(C)C[C@H]2Oc3ccc(NC(=O)Nc4c(C)noc4C)cc3C(=O)N([C@H](C)CO)C[C@H]2C)cc1	-3.9%	-6.5%	·

In the list so far, these contain an aryl methoxy group.
#	compound	GCN5L2 inh	FEN1 inh	N370S GC mod
6	COc1ccc(CC(=O)N2CCCC2)c(OC)c1	2.1%	11.8%	2.3%
20	COc1ccc(C(CNC(=O)c2cccc(S(=O)(=O)Nc3ccccc3OC)c2)N2CCCC2)cc1 (stereo not given)	-5.7%	-3.5%	-13.2%
22	COc1ccc(CC(=O)Nc2nn(C)c3nc4c(C)cccc4cc23)cc1	22.1%	9.5%	-1.7%
30	CCc1ccc(NC(=O)CSc2ccc3nc(-c4ccc(OC)cc4)cn3n2)cc1	-12.1%	-14.2%	·
38	COc1ccc(Cl)cc1NC(=O)C1CCN(c2nnc(C)c3c(C)n(-c4ccccc4)nc23)CC1	-4.8%	20.7%	·
46	COc1ccc(CNC(=S)Nc2ccc3nc(N4CCOCC4)cc(C)c3c2)cc1	-4.0%	-1.2%	?
48	COc1ccc(NC(=O)c2nc(S(=O)(=O)Cc3cccc(C)c3)ncc2Cl)c(OC)c1	-7.4%	23.6%	0.0%
72	COc1ccc(NC(=O)C2CCC2)cc1S(=O)(=O)N1CCOCC1	-2.4%	-0.9%	·
73	COc1cc(C2NC(=O)NC(C)=C2C(=O)OCC2CCCCC2)cc(Cl)c1O (stereo not given)	-12.6%	-0.6%	-19.8%
76	COc1ccc(NC(=O)CN(C)C(=O)c2cccc(S(=O)(=O)Nc3ccc(OC)cc3)c2)cc1	0.3%	-2.8%	-3.9%
77	COc1ccc(NC(=O)N(C)C[C@H]2Oc3ccc(NC(=O)Nc4c(C)noc4C)cc3C(=O)N([C@H](C)CO)C[C@H]2C)cc1	-3.9%	-6.5%	·
